NadD inh: NadD (S. aureus) enzyme inhibition. purified NadD enzyme, colorimetric absorbance read-out. 0.78% of 360,000 active. inhibition, % at 20 µM; in the data active means inhibition above about 26%; further: some compounds past the cut are filed as inactive
Rpn11 block: blocks the human proteasome subunit Rpn11 | human 26S proteasome, Ub4-pepOG fluorescence polarization; 20S core pre-blocked with epoxomicin | calls only at 20 µM | 0.59% of 360,000 active;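 active means inhibition at 20 µM, scaled to each plate's controls, above about 33%, limit read from the data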
Target sequence (O00487 whole entry, looked up): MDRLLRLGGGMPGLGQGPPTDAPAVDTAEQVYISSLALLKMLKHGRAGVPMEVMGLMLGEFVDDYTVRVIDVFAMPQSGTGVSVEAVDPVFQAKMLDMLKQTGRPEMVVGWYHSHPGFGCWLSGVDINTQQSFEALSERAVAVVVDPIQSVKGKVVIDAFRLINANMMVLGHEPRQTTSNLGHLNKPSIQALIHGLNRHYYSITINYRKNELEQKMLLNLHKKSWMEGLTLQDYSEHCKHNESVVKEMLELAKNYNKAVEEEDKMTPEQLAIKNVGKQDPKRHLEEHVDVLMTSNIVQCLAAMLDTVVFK
LMPTP block: LMPTP (human) inhibition. 0.22% of 360,000 active. recombinant LMPTP-A, OMFP fluorogenic substrate, fluorescence intensity. inhibition, % at 20 µM;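 active means compounds that cut the enzyme signal by at least half of the control window in the single-dose screen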;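 further: plate controls were DMSO wells with enzyme plus substrate for no effect and substrate without enzyme for full effect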
Target sequence (P24666 whole entry, looked up): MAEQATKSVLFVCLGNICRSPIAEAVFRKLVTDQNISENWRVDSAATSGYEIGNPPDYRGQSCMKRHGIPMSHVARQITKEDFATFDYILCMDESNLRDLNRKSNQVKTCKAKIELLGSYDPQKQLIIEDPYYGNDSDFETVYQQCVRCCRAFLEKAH
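Assay system: LMPTP-A phosphatase enzyme | Input: 0.625 nM enzyme | Also added: Fluorogenic phosphatase substrate OMFP at 400 µM final | Compound dosing: One test concentration per compound, 20 µM, with 3% DMSO overall | Schedule: 50 min enzyme reaction at room temperature, protected from light | Signal: Fluorescence intensity | Benchmarks: no-enzyme and uninhibited controls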
MLLE-PAM2 inh: blocks PAM2 peptide binding to the PABP1 MLLE domain; P11940; inhibition, % at 20 µM; AID 588489; GST-MLLE / FITC-PAM2 fluorescence polarization; 0.36% of 360,000 active; in the data active means inhibition above about 35%, passing the limit was not always enough;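 further: plate controls were DMSO wells with GST-MLLE for no effect and wells lacking GST-MLLE protein for full effect; some results filed as inactive read as strong as hits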
DNMT1 inh: inhibitors of human DNMT1; P26358; DNMT1 molecular beacon, Hinp1I cleavage, fluorescence; inhibition (reported as % activation of signal), % at 10 µM; 0.83% of 360,000 active; AID 588458; in the data active means inhibition above about 50%
SUMO1-SIM PPI: alters human SUMO1 binding to SIM partners | 0.33% of 360,000 active | inhibition, % at 20 µM | SUMO1 binding to a labelled peptide, TR-FRET, 1 h | AID 602429; in the data active means inhibition above about 37%
Target sequence (P63165 whole entry, looked up): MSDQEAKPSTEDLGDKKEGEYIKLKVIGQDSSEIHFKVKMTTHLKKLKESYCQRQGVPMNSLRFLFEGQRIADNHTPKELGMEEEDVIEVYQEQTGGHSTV
Tb MetRS inh: Trypanosoma brucei MetRS inhibition. 0.4% of 360,000 active. AID 624268. purified T. brucei MetRS, ATP depletion, Kinase-Glo luminescence. inhibition, % at 11.9 µM;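 active means inhibition above a per-plate cutoff of the control wells' mean inhibition plus 3 SD, cut at about 5.5% in these data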;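 further: 0% = DMSO wells median and 100% = median of wells with control inhibitor compound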
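Test system – parasite MetRS enzyme · Reagent – substrates ATP, L-methionine and bulk Escherichia coli tRNA · Doses – 11.9 µM compound single dose, 0.9% DMSO · Times – 15 min enzyme-compound preincubation, 2 h reaction, 10 min detection, 25 °C · Signal – Kinase-Glo luminescence, ATP depletion format · Controls – DMSO-only wells as low control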
CSN inh: inhibitors of human CSN-mediated cullin deneddylation. inhibition, % at 12.5 µM. Q92905. AID 651999. Purified CSN, SCF-Nedd8-OG deneddylation, fluorescence polarization. 0.38% of 360,000 active;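 active means pattern-corrected inhibition above about 35%, with an unprinted fluorescence ratio check between 0.5 and 1.5, limit read from the data, passing the limit was not always enough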;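 further: 0% = enzyme with substrate and 100% = substrate without enzyme; some results filed as inactive read as strong as hits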
Target sequence (Q92905 whole entry, looked up, one chain of several): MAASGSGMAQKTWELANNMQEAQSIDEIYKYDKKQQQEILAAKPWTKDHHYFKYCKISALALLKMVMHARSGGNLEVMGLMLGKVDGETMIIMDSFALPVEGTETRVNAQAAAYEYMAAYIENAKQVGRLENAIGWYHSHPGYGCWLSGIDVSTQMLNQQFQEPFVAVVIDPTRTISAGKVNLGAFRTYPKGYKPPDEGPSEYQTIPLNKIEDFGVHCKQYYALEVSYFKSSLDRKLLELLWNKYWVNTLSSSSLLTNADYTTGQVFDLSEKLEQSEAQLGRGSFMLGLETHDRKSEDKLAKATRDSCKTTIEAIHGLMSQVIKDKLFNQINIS
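Assay system: HEK293T-derived human Csn5 enzyme; quantity: 0.24 nM enzyme; medium: Tris/NaCl/DTT buffer, pH 7.5; also added: substrate SCFSkp2-Nedd8OG, 10 nM; doses: 12.5 µM compound; schedule: 90 min reaction at room temperature; signal: FP; read-out: % inhibition of substrate cleavage by Csn5; benchmarks: substrate-only high control, full reaction low control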
Scp1 inh: blocks human Scp-1 phosphatase activity; Q9GZU7; Recombinant Scp1, phosphopeptide, malachite green phosphate absorbance; inhibition, % at 20 µM; 0.88% of 340,000 active; AID 493091;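 active means inhibition above about 50% at 20 µM, limit read from the data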;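 further: plate controls were DMSO wells with enzyme for no effect and wells lacking enzyme for full effect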
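Material: truncated SCP-1 phosphatase (76-261aa) / Buffer or medium: 50 mM Tris acetate pH 5.5, 0.005% Tween-20, 10 mM MgCl2 / Compound dosing: one concentration, 20 µM, with 1.0% DMSO / Incubation: 45 min room-temperature reaction, 5 min colour, 30 min stabiliser / Detection: colorimetric free-phosphate detection, absorbance 630 nm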
STEP inh: inhibitors of human striatal-enriched phosphatase STEP. P54829. recombinant STEP, OMFP fluorogenic substrate, fluorescence. inhibition, % at 20 µM. 0.25% of 360,000 active;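 active means inhibition at 20 µM, scaled per plate between control wells, above about 37%, limit read from the data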;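 further: 0% = DMSO with enzyme and substrate and 100% = substrate only without enzyme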
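System: STEP (striatal-enriched tyrosine phosphatase) enzyme, cell-free; medium: Bis-Tris pH 6.0 buffer with DTT, detergent; dosing: 20 µM, 1% DMSO; times: reaction 20 min, ambient temperature; detection: fluorescence, 480/540 nm; read-out basis: normalized % inhibition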
Starred values were filed as active, the others as inactive; i = inactive; . = not tested or not shown.

Below each compound – NadD inh	Rpn11 block	LMPTP block	MLLE-PAM2 inh	DNMT1 inh	SUMO1-SIM PPI	Tb MetRS inh	CSN inh	Scp1 inh	STEP inh
> COc1ccc(C(=O)NC(C(=O)OCC(=O)Nc2sccc2C(N)=O)C(C)C)cc1 (stereo not drawn)
    -4	i	2.4	9	0	-5	-0.2	-3	6	2
> CCC(=O)NC1=C(NC(C)c2ccccc2)C(=O)c2ccccc2C1=O (stereo not drawn)
    -1	i	2.8	3	-9	-32	0.1	-3	-3	-6
> Cc1ccc(NC(=O)CCC(=O)c2cccs2)c(O)c1
    -5	i	1.3	3	-3	-2	-0.5	1	-16	1
> O=C(O)/C=C/C(=O)Nc1ccc2c(c1)NC(=O)CO2
    -1	i	-1.6	-4	-2	-1	0.3	-11	-3	1
> CC(C)(O)[C@@H]1[C@@H]2C[C@@]3(CC[C@]4(C)C(CCC5[C@@]6(C)CC[C@H](O)C(C)(C)C6CC[C@]54C)[C@@H]13)C(=O)O2 (stereo partly drawn)
    0	i	0.8	3	14	5	0.4	2	7	-1
> O=C(CCl)Nc1ccc(S(=O)(=O)NC2=NCCCCC2)cc1
    5	i	-1.3	6	4	3	-0.3	2	-5	-3
> CCN1CCN(Cc2cc(=O)oc3ccc(Cl)cc23)CC1
    -2	i	-1.9	-3	3	-1	1.1	4	2	1
> NCCCC[C@@H]1NC(=O)[C@H](CCC(=O)O)NC(=O)c2cc([N+](=O)[O-])cc(I)c2OCC[C@@H](C(N)=O)NC1=O
    2	i	-1.8	9	18	1	0.0	2	46	0
> COc1ccc(NC(=O)CCCNC(=O)Cn2cnc3sc4c(c3c2=O)CCCC4)c(OC)c1
    0	i	0.7	3	-2	0	0.0	4	0	-2
> CCN(CC(=O)Nc1c(F)cccc1F)C(=O)c1ccc(N2CCCCC2)c([N+](=O)[O-])c1
    -6	i	-2.2	5	1	-20	-0.2	-6	-5	-1
> COc1cc(NC(=O)c2ccc3c(c2)C(=O)N(CCC(C)C)C3=O)c(C(=O)O)cc1OC
    1	i	2.3	4	11	0	0.0	0	72*	61*
> CN(C)S(=O)(=O)c1cccc(NC(=O)c2cccc(S(=O)(=O)N3CCc4ccccc43)c2)c1
    -3	i	2.5	1	-7	4	-0.5	2	-9	2
> COc1cc(NC(=O)CSc2nc3[nH]c(=O)cc(O)c3s2)cc(OC)c1OC
    1	i	0.5	4	-2	11	-0.3	3	-1	2
> CCCCOc1ccc(C(=O)N/C(=C/C=C/c2ccccc2)C(=O)NCCCO)cc1
    -16	i	1.6	2	-1	-8	-0.5	3	3	-2
> COc1ncc(C2=CC(=O)CC(C)(C)C2)cn1
    -1	i	-1.4	6	7	-7	-0.3	0	-6	-1
> CC(=O)CC(C)(C)n1nnc(-c2ccccc2)n1
    -1	i	0.4	-4	1	1	-1.1	5	3	2
> CCc1c(C)nc(N2CCN(c3ccccc3F)CC2)[nH]c1=O
    4	i	0.1	3	0	0	0.9	4	-10	0
> CCOc1ccccc1NC(=O)CCNS(=O)(=O)c1ccc(NC(C)=O)cc1
    1	i	-1.4	-17	0	1	-0.3	-3	-8	0
> O=S(=O)(c1ccc(F)cc1)N1CCN(C(=S)NC2CC2)CC1
    1	i	-0.3	-86	5	-4	0.1	0	3	0
> CCOC(=O)c1c(C)[nH]c(C(=O)COC(=O)CNC(=O)c2ccccc2Cl)c1C
    -7	i	-0.1	11	8	2	-0.2	1	-4	2
> O=C(CCSCCC(=O)NN=Cc1ccc(F)cc1)NN=Cc1ccc(F)cc1
    -6	i	0.1	7	-2	-10	0.8	1	-8	0
> Cc1cc(C)c(NC(=O)CNC(=O)COC(=O)C2CCN(c3ccc(C(F)(F)F)cn3)CC2)c(C)c1
    1	i	1.6	-17	10	-3	-0.2	-2	-5	1
> CCc1cccc(CC)c1NC(=O)COC(=O)c1ccc2c(c1)S(=O)(=O)c1ccccc1C2=O
    10	i	1.0	-3	5	-20	-0.4	-1	-8	-2
> Cc1ccc(C)c(NC(=O)c2sc(Cl)nc2C)c1
    -3	i	-1.2	2	-4	0	-0.3	2	-7	10
> Cc1ccsc1C(=O)N1CCCC(C)(C(=O)NS(=O)(=O)C2CC2)C1 (stereo not drawn)
    5	i	-0.9	-4	-1	5	-0.1	5	.	1
> COc1ccccc1CCNC(=O)c1cccc(S(=O)(=O)NCc2ccccc2)c1
    -10	i	0.5	5	-4	4	0.3	1	-8	-1
> COc1ccc(CNC(=O)c2ccc(NC(=O)CC3SC(N4CCCC4)=NC3=O)cc2)cc1 (stereo not drawn)
    2	i	0.5	-5	-2	-4	-0.5	-1	0	2
> CC1=C(C(=O)N2CCOCC2)CC(CC(=O)NCCc2ccccn2)C(=O)N1Cc1ccc(F)cc1 (stereo not drawn)
    3	i	-1.8	-7	2	5	-0.3	3	.	-4
> Oc1ccccc1-c1cc(-c2ccc3c(c2)OCCO3)n[nH]1
    -4	i	3.5	2	-20	4	-0.1	4	-8	-5
> Cc1cc(OC(C)C(=O)NCC2CCCO2)cc(C)c1Cl (stereo not drawn)
    -8	i	-1.0	10	2	-3	-0.5	-3	-6	2
> O=C(Nc1ccc(Cl)cn1)Nc1ccccc1F
    -1	i	-1.0	1	3	6	-0.3	3	-7	-3
> CN(CCOc1ccc(Cl)cc1)C(=O)CN1C(=O)NC2(CCCCC2)C1=O
    -2	i	-1.0	-7	1	3	-0.3	-1	-4	3
> C=C1CCC[C@]2(C)C[C@H]3OC(=O)C(CNC(C)(CO)CO)[C@H]3CC12 (stereo partly drawn)
    -7	i	-1.0	8	2	8	1.0	1	-6	1
> O=c1c2ccccc2oc2nc(C3CCCCC3)n(Cc3ccco3)c(=O)c12
    3	i	1.0	12	9	-2	-0.2	18	-2	2
> COc1ccc(C(=O)C(Sc2nnc(C)c(=O)[nH]2)c2ccc(OC)cc2)cc1 (stereo not drawn)
    0	i	-1.6	9	-1	3	-0.9	9	-4	1
> CCC(=O)c1ccc(OCC(=O)Nc2ccc(N3CCOCC3)cc2N2CCOCC2)cc1
    -1	i	0.5	2	0	4	-0.2	-1	-5	-2
> CCOC(=O)c1cc(-c2ccc(OC)cc2OC)nn1-c1ccc(C(=O)O)cc1
    -7	i	-0.3	13	0	2	-0.1	4	-6	-2
> O=C1CCC(C(=O)NCc2ccc3c(c2)OCO3)N1 (stereo not drawn)
    -3	i	-1.2	0	0	-2	-1.0	0	6	-2
> O=C(CCNC(=O)C1CCN(S(=O)(=O)c2ccccc2)CC1)NCc1ccc(Cl)cc1Cl
    0	i	-2.0	2	1	0	0.7	-5	2	0
> Cc1ccc(C(=O)CSc2nnc(-c3ccccc3N)n2C)cc1C
    2	i	0.0	8	-2	0	-1.4	1	-2	1
> Cn1c(=O)[nH]c(=O)c2c1nc(NCCCn1ccnc1)n2Cc1ccccc1
    1	i	-3.5	-16	3	0	-1.7	-1	3	-1
> O=C(COC(=O)c1n[nH]c2ccccc12)NCc1ccccc1
    3	i	1.0	-4	-2	-1	1.1	6	0	-6
> COc1cccc(CN2CCN(CC(=O)Nc3ccccc3Cl)CC2)c1
    -11	i	-1.2	-5	-7	0	-1.6	5	-15	-3
> CCCCn1c2ccc(C)cc2c2nnc(SCCN3CCCCC3)nc21
    -1	i	1.4	18	0	-19	-0.4	-1	-4	-1
> C=CCNC(=O)/C(C#N)=C/c1ccc(C(=O)O)cc1
    4	i	-1.6	22	-2	-2	-0.7	-7	3	0
> COc1ccc(NC(=O)CSc2ncnc3c2cnn3Cc2ccccc2)cc1
    -3	i	-0.1	-2	-2	2	-0.8	4	-6	-2
> C/C(=N\NC(=O)C1CCCN(S(=O)(=O)c2ccccc2)C1)c1ccncc1 (stereo not drawn)
    2	i	-0.6	0	1	0	0.3	0	-15	2
> CCOC(=O)c1ccc(P(=O)(c2ccccc2)c2ccccc2)cc1
    -5	i	-0.4	2	2	3	0.0	-2	-1	2
> CS(=O)(=O)Nc1ccc(N2CCCCC2)c(Cl)c1
    2	i	-1.0	-10	-3	0	-0.6	-2	2	-2

Entries above that have fluorine (seven):
Below each compound – NadD inh	Rpn11 block	LMPTP block	MLLE-PAM2 inh	DNMT1 inh	SUMO1-SIM PPI	Tb MetRS inh	CSN inh	Scp1 inh	STEP inh
> CCN(CC(=O)Nc1c(F)cccc1F)C(=O)c1ccc(N2CCCCC2)c([N+](=O)[O-])c1
    -6	i	-2.2	5	1	-20	-0.2	-6	-5	-1
> CCc1c(C)nc(N2CCN(c3ccccc3F)CC2)[nH]c1=O
    4	i	0.1	3	0	0	0.9	4	-10	0
> O=S(=O)(c1ccc(F)cc1)N1CCN(C(=S)NC2CC2)CC1
    1	i	-0.3	-86	5	-4	0.1	0	3	0
> O=C(CCSCCC(=O)NN=Cc1ccc(F)cc1)NN=Cc1ccc(F)cc1
    -6	i	0.1	7	-2	-10	0.8	1	-8	0
> Cc1cc(C)c(NC(=O)CNC(=O)COC(=O)C2CCN(c3ccc(C(F)(F)F)cn3)CC2)c(C)c1
    1	i	1.6	-17	10	-3	-0.2	-2	-5	1
> CC1=C(C(=O)N2CCOCC2)CC(CC(=O)NCCc2ccccn2)C(=O)N1Cc1ccc(F)cc1 (stereo not drawn)
    3	i	-1.8	-7	2	5	-0.3	3	.	-4
> O=C(Nc1ccc(Cl)cn1)Nc1ccccc1F
    -1	i	-1.0	1	3	6	-0.3	3	-7	-3
